SKKanGAS inh = inhibitors of SKKanGAS S. pyogenes growth in kanamycin (SK-promoter or general growth effect); BacTiter-Glo, 6 h; inhibition, % at 7.5 µM; 1.3% of 300,000 active; AID 1662;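 active = mean replicate score, as percent of positive control median, at least 50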;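 note: strain carries kanamycin resistance gene driven by streptokinase promoter and grows in 40 µg/ml kanamycin; loss of luminescence reflects streptokinase promoter inhibition or plain growth inhibition; 0% = median of DMSO wells and 100% = positive control at its reference dose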
TRPC4 act = activators of mouse TRPC4 channel; HEK293 TRPC4beta/mu-opioid, Fluo4 calcium fluorescence; stronger effect = higher value; B-score at 10 µM; 0.49% of 310,000 active;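 active = B-score above 5 SD of library B-scores, and initial fluorescence ratio not above library mean plus 5 SD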;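 note: positive B-score marks a calcium rise read as TRPC4 activation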
Target sequence (Q9QUQ5 whole entry, looked up): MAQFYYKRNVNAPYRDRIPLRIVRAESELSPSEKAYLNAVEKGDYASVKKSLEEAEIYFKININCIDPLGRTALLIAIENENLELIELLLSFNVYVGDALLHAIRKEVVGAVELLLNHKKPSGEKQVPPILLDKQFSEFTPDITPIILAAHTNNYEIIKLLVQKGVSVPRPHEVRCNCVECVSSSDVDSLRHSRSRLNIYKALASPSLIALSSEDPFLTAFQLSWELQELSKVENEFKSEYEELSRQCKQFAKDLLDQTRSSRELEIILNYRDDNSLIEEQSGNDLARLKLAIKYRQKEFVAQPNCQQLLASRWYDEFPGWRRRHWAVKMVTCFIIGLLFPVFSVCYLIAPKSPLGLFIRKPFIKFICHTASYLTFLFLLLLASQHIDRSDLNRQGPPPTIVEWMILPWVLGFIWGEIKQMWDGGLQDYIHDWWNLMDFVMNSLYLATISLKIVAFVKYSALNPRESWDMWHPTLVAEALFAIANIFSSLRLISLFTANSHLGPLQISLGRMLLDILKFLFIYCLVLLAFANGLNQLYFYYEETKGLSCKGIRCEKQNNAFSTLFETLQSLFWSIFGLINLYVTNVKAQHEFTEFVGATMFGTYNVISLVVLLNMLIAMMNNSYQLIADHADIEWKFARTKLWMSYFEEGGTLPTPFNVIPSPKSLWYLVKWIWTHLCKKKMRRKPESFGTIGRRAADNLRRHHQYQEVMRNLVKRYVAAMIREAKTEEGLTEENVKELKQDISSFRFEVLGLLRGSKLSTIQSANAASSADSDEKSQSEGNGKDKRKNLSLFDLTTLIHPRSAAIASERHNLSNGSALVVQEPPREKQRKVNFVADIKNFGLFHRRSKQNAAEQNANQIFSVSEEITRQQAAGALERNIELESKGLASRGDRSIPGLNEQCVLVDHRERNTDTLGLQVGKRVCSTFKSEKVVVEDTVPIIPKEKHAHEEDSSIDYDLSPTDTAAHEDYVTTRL
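Test system: HEK293 cells stably co-expressing mouse TRPC4beta and mu-opioid receptor | Schedule: Fluo4 dye loading 45 min at room temperature, 110 s recording | Measured by: Kinetic Fluo4 calcium fluorescence, 5 s baseline at 1 Hz | Evaluation: B score of integrated ratio | Controls: Buffer (low) and maximal DAMGO (high)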
ANO1 activ = activates or potentiates the mouse TMEM16A chloride channel; Q8BHY3; HEK293 TMEM16A/YFP-H148Q/I152L, iodide quench fluorescence; stronger effect = lower value; B-score at 10 µM; 0.3% of 340,000 active; AID 623877;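 active = fluorescence-ratio B-score plate-corrected deviation score at least 3 library SD below zero, with starting fluorescence score within 5 deviations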;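 note: channel opened by trigger with iodide after compound preincubation; score built on the fluorescence ratio of max minus min over baseline; more negative score means more quench and so TMEM16A activation or potentiation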
TRPC4 potent = allosterically enhances the mouse TRPC4 cation channel; 0.42% of 310,000 active; B-score at 10 µM; HEK293 TRPC4beta/mu-opioid, DAMGO EC20, Fluo-4 Ca2+ flux; stronger effect = higher value;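 active = B-score of calcium response area above 5 SD of library B-scores, with initial fluorescence ratio within 5 SD of library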;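 note: B-score of integrated fluorescence ratio over time as area under calcium response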
MrgX1 allo act = human MrgX1 positive allosteric modulation, primary screen; Q96LB2; MrgX1-HEK293, Fluo-4 calcium flux, FDSS; stronger effect = higher value; B-score at 10 µM; 0.63% of 310,000 active; AID 588675;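 active = plate-corrected calcium response at least 3 library SD above typical, normal starting fluorescence, not activating the receptor alone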;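 note: compound read alongside a low EC10 to EC30 dose of BAM8-22 agonist; peak minus trough fluorescence over baseline measured at the second addition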
MrgX1 ag = activates human MrgX1 receptor signaling; Q96LB2; MrgX1-HEK293 cells, Fluo-4 calcium fluorescence, agonist mode; stronger effect = higher value; B-score at 10 µM; 0.44% of 310,000 active; AID 588627;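 active = calcium response B-score plate-corrected fluorescence ratio at least 3 library SD, with starting fluorescence B-score inside 5 SD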
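Material – MrgX1-expressing HEK293 cells · Input – 15,000 cells seeded per well · Dosing – compound as first of three additions · Times – overnight seeding, then 1 h dark dye loading · Measured by – kinetic Fluo-4 NW fluorescence of intracellular calcium · Read-out – B-scored fluorescence response ratio · Benchmarks – positive and negative control wells on each plate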
MrgX1 antag = human MrgX1 receptor antagonism, primary screen; Q96LB2; MRGX1-HEK293 calcium flux, Fluo-4, BAM8-22 antagonism; stronger effect = lower value; B-score at 10 µM; 1.3% of 310,000 active;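 active = calcium-response B-score plate-corrected more than 3 library SD below zero, starting fluorescence within 5 deviations, no agonist response on first addition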;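 note: peak minus trough fluorescence over baseline after final BAM8-22 challenge near maximal dose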
TRPC6 inh = blocks the mouse TRPC6 cation channel. Q61143. HEK293-TRPC6, membrane potential dye, ACh-evoked depolarization; stronger effect = lower value. B-score at 10 µM. 1.1% of 310,000 active;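 active = B-score under library mean minus 3 SD, initial fluorescence not abnormally high, positive integrated signal ratio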;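 note: B-score derived from integrated fluorescence ratio over the kinetic read; more negative B-score means stronger inhibition of depolarization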
TRPC4 inh = inhibitors of mouse TRPC4 channel; Q9QUQ5; HEK293 TRPC4beta/mu-opioid, DAMGO-evoked Fluo4 calcium flux; stronger effect = lower value; B-score at 10 µM; 0.39% of 300,000 active; AID 2247;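 active = B-score over 3 SD under the library average, no early fluorescence shift, positive overall ratio signal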
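Assay system: Stable TRPC4beta/mu-opioid receptor HEK293 cells | Reagent: DAMGO in two steps, submaximal then maximal | Compound dosing: Single concentration per test compound | Signal: Fluo4 Ca2+ flux fluorescence | Evaluation: Per-well B score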
TRPC6 activator = activates the mouse TRPC6 cation channel. AID 2550. 0.13% of 310,000 active. HEK293-TRPC6 membrane potential dye fluorescence; stronger effect = higher value. B-score at 10 µM. Q61143;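 active = B-score of the integrated fluorescence ratio above library mean plus 3 SD, and starting fluorescence ratio within library mean plus 5 SD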;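 note: higher score means more depolarization so channel activation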
ANO1 block = mouse TMEM16A channel inhibition, primary screen; 1.2% of 310,000 active; normalized B-score (activity score, 25-100; higher = stronger inhibition) at 10 µM; Q8BHY3; HEK293 TMEM16A/YFP iodide influx fluorescence, ionomycin; AID 588511;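 active = ratio plate-corrected score three or more library SD toward inhibition, starting fluorescence score within five deviations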;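 note: score derived from kinetic fluorescence span divided by baseline fluorescence per well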
* = called active by the depositor; i = inactive; nt = no result given.

Below each SMILES: SKKanGAS inh | TRPC4 act | ANO1 activ | TRPC4 potent | MrgX1 allo act | MrgX1 ag | MrgX1 antag | TRPC6 inh | TRPC4 inh | TRPC6 activator | ANO1 block
> COc1ccc(CC(=O)N/N=C(\C)c2cccs2)cc1
  -18 | i | i | i | i | i | i | i | i | i | i
> Cc1cc(C)c(C(=O)OCCNC(=O)c2cccnc2)cc1C
  -3 | i | i | i | i | i | i | i | i | i | i
> Nc1c(C(=O)NCCN2CCOCC2)c2nc3ccccc3nc2n1-c1ccc2c(c1)OCO2
  18 | i | i | i | i | i | i | i | i | i | i
> CCOCc1cn(CC(=O)c2ccc(Cl)cc2)c(C)nc1=N
  -6 | i | i | i | i | i | i | i | -8* | i | i
> CCCc1cc(=O)oc2c(C)c(OCC(=O)NC3CCN(Cc4ccccc4)CC3)ccc12
  2 | i | i | i | i | i | i | i | i | i | i
> CN(C)/C=N/c1c(C#N)cnn1-c1ccc(C(F)(F)F)cn1
  nt | nt | i | nt | i | i | i | nt | nt | nt | i
> CCOC(=O)C(N)CSC1CC(=O)N(c2ccc(C(=O)OC)cc2)C1=O (stereo unspecified)
  3 | i | i | i | i | i | i | i | i | i | i
> Nn1c(-c2cccc(Br)c2)n[nH]c1=S
  3 | i | i | i | i | i | i | i | i | i | i
> CCn1ccnc1CNC(=O)c1ccc2oc(CCCc3ccccc3)nc2c1
  35 | i | i | i | i | i | i | i | -6* | i | i
> NS(=O)(=O)c1ccc(CCNC(=O)c2ccc(-c3ccccc3)cc2)cc1
  -2 | i | i | i | i | i | i | i | i | i | i
> CCC(C(=O)O)n1c(C(F)(F)F)nc2ccccc21 (stereo unspecified)
  1 | i | i | i | i | i | i | i | i | i | i
> NC(=O)c1ccc(-n2nnnc2SCC(=O)Nc2ccc(N3CCOCC3)c(Cl)c2)cc1
  2 | i | i | i | i | i | i | i | i | i | i
> Cc1ccc2c(c1)C1CN(C)CCC1N2C(=O)COc1ccccc1F (stereo unspecified)
  -6 | i | i | i | i | i | i | i | i | i | i
> Cc1ccccc1OCC(O)CN(CCO)Cc1ccccc1 (stereo unspecified)
  2 | i | -38* | i | i | i | i | i | i | i | i
> CC1Sc2ccc(C(=O)OCc3ccccc3Cl)cc2NC1=O (stereo unspecified)
  -4 | i | i | i | i | i | i | i | i | i | i
> CN(C)C(=O)CSc1nnc(Cc2ccc([N+](=O)[O-])cc2)o1
  -3 | i | i | i | i | i | i | i | i | i | i
> COc1ccc(CC(=O)NCC2CCCN(Cc3ccccc3OC)C2)cc1 (stereo unspecified)
  -3 | i | i | i | i | i | i | i | i | i | i
> O=C(Nc1nc2ccc(Br)cc2s1)c1ccco1
  -4 | i | i | i | i | i | i | i | i | i | i
> S=C(NCc1ccc(Cl)cc1Cl)NC1CCCCC1
  23 | i | i | i | i | i | -4.6* | i | i | i | 25*
> CCC(C)(C)NC(=O)CN(C(=O)CNS(=O)(=O)c1ccc(C)cc1)c1ccc2c(c1)OCCO2
  1 | i | i | i | i | i | i | i | i | i | i
> O=C(NC1CCC(=O)N(CCSc2ccccc2)CC1)OCc1ccccc1 (stereo unspecified)
  -1 | i | i | i | i | i | i | i | i | i | i
> CCOC(=O)C(C)Oc1cccc2c(=O)n(CC(=O)NCc3ccco3)ccc12 (stereo unspecified)
  0 | i | i | i | i | i | i | i | i | i | i
> O=C(COc1ccc(S(=O)(=O)N2CCCCC2)cc1)N1CCOCC1
  -3 | i | i | i | i | i | i | i | i | i | i
> Cc1ccc(OCc2cc(C(=O)N3CCC(Oc4cccnc4)CC3)no2)cc1C
  -15 | i | i | i | i | i | i | i | i | i | i
> COc1ccccc1N1CCN(c2ccc(-c3ccccc3)nn2)CC1
  5 | i | i | i | i | i | i | i | i | i | i
> CC(=O)Nc1cccc(NC(=O)Nc2cccc(Cl)c2C)c1
  -5 | i | i | i | i | i | -5.5* | i | i | i | i
> CCN(CCn1cccn1)Cc1cn[nH]c1-c1ccc(-c2ccccc2)cc1
  6 | i | i | i | i | i | i | i | i | i | i
> O=[N+]([O-])c1cccc(-c2nc3ccc([N+](=O)[O-])cc3[nH]2)c1
  -15 | i | i | i | i | i | i | i | i | i | i
> COc1ccc(F)cc1S(=O)(=O)NCCCn1ccnc1
  -3 | i | i | i | i | i | i | i | i | i | i
> O=C(c1ccc(CS(=O)Cc2ccccc2Cl)o1)N1CCN(c2ccccn2)CC1 (stereo unspecified)
  -3 | i | i | i | i | i | i | i | i | i | i
> CC(=O)Oc1cccc(N2C(=O)C3C4C=CC(C4)C3C2=O)c1 (stereo unspecified)
  -5 | i | i | i | i | i | i | i | i | i | i
> Cc1ccc(S(=O)(=O)NCCC(=O)NCC(=O)Nc2c(C)cccc2C)cc1C
  -1 | i | i | i | i | i | i | i | i | i | i
> CCN(CC)S(=O)(=O)c1ccc2nnn(O)c2c1
  1 | i | i | i | i | i | i | i | i | i | i
> Cc1cc([N+](=O)[O-])ccc1N(C)C
  -7 | i | i | i | i | i | i | i | i | i | i
> CCCCSc1nc2sc3c(c2c(=O)n1-c1ccc(C)cc1)CCN(C)C3
  24 | i | i | i | i | i | i | i | i | i | i
> CCCCC(CC)C(=O)Nc1cc(C(=O)NCCC)ccc1N1CCC2(CC1)CC(c1cccc(Br)c1)=NO2 (stereo unspecified)
  22 | i | i | i | i | i | i | i | i | i | i
> Clc1ccc(-c2nnc3sc(-c4ccc(Br)o4)nn23)cc1
  nt | nt | i | nt | i | i | i | nt | nt | nt | i
> Nc1nonc1C(=O)N/N=C/c1ccc(Br)o1
  -7 | i | i | i | i | i | i | i | i | i | i
> CCOC(=O)c1[nH]c(C)c(CN(C(C)=O)c2ccc(OCC)cc2)c1C
  -6 | i | i | i | i | i | i | i | i | i | i
> COc1ccc(CCNC(=O)Cc2ccc(Cl)cc2)cc1OC
  -7 | i | i | i | i | i | i | i | i | i | i
> O=S(=O)(NC1c2cccc3cccc(c23)C1N1CCN(CCO)CC1)c1ccccc1 (stereo unspecified)
  -3 | i | i | i | nt | nt | nt | i | i | i | nt
> COc1ccc(NC(=O)CSc2n[nH]c(N)n2)cc1OC
  18 | i | i | i | i | i | i | i | i | i | i
> COc1ccc(CNC(=O)[C@@H]2CC=C[C@@H]3CCN(C4CC4)C(=O)[C@@H]32)cc1
  0 | i | i | i | i | i | i | i | i | i | i
> COc1nc(-c2cccc([N+](=O)[O-])c2)nc2ccccc12
  -1 | i | i | i | i | i | i | i | i | i | i
> Cc1cccc2sc(N(CCCN(C)C)C(=O)c3cc4ccccc4oc3=O)nc12
  -3 | i | i | i | i | i | i | i | i | i | i
> CCOC(=O)c1c(C)[nH]c(C)c1C(=O)CSc1nnc(-c2cc(OC)c(OC)c(OC)c2)o1
  4 | i | i | i | i | i | i | i | i | i | i
> CCOc1cc(Br)c(CC(=O)NC2CCCCCC2)cc1OCC
  -2 | i | i | i | i | i | i | i | i | i | i
> CC1SC(C)C(=O)N(CC(=O)Nc2ccc([N+](=O)[O-])cc2)C1=O (stereo unspecified)
  0 | i | i | i | i | i | i | i | i | i | i
> Nc1nc2c(s1)C(=O)CC(c1ccccc1)C2 (stereo unspecified)
  1 | i | i | i | i | i | i | i | i | i | i
> COc1ccccc1NC(=O)c1cc2c(CO)cnc(C)c2oc1=Nc1cc(OC)c(OC)c(OC)c1
  -1 | i | i | i | i | i | i | i | i | i | i
> CCN(CC)CCCNC(=O)/C(=C\c1cccn1C)NC(=O)c1cccs1
  -5 | i | i | i | i | i | i | i | i | i | i
> O=C(NCc1cccs1)C1CCC(=O)N(Cc2cccc(C(F)(F)F)c2)C1 (stereo unspecified)
  -9 | i | i | i | i | i | i | i | i | i | i
> CCN(CC)C(=S)SSC(=S)N(CC)CC
  6 | i | i | i | i | i | i | i | i | i | i
> Cn1cnnc1Sc1cc(N2CCN(S(=O)(=O)c3ccc(Cl)c(Cl)c3)CC2)ccc1[N+](=O)[O-]
  8 | i | i | i | i | i | i | i | i | i | i
> Cc1ccc(S(=O)(=O)N2[C@@H](c3ccccc3F)C(C(=O)O)=CC[C@H]2c2cccs2)cc1
  nt | nt | i | nt | i | i | i | nt | nt | nt | i
> CCN1CC(CN(C)Cc2nc(-c3ccco3)oc2C)CC1=O (stereo unspecified)
  2 | i | i | i | i | i | i | i | i | i | i
> COc1cc(OC)c2c(c1)OC(c1ccc(OC)c(OC)c1)C(O)C2=O (stereo unspecified)
  -6 | i | i | i | i | i | i | i | i | i | i
> COc1cc(Br)cc(/C=N/NC(=O)Cc2ccccc2)c1O
  109* | i | i | i | i | i | i | i | i | i | i
> O=C(Nc1ccc(F)cc1)c1ccccc1CC[N+](=O)[O-]
  -10 | i | i | i | i | i | i | i | i | i | i
> COc1cccc(NC(=O)C2C(c3ccccc3)C2(Cl)Cl)c1 (stereo unspecified)
  32 | i | i | i | i | i | i | i | i | i | i

(cont.)
Below each SMILES: SKKanGAS inh | TRPC4 act | ANO1 activ | TRPC4 potent | MrgX1 allo act | MrgX1 ag | MrgX1 antag | TRPC6 inh | TRPC4 inh | TRPC6 activator | ANO1 block
> Cc1ccc([N+](=O)[O-])c(C(=O)N/N=C/c2cccnc2)c1
  3 | i | i | i | i | i | i | i | i | i | i
> N#Cc1c(NC(=O)CSc2nnc(-c3ccncc3)n2CC2CCCO2)sc2c1CCCC2 (stereo unspecified)
  -2 | i | i | i | i | i | i | i | i | i | i
> CN(CCOC(=O)c1ccc2c(c1)OCCO2)Cc1ccccc1
  3 | i | i | i | i | i | i | i | i | i | i
> O=C(NCCCNC(=O)c1ccccc1Cl)c1cnccn1
  -4 | i | i | i | i | i | i | i | i | i | i
> CS(=O)(=O)N1CC2CCCN2c2cc(C(F)(F)F)ccc21 (stereo unspecified)
  -2 | i | i | i | i | i | i | i | i | i | i
> Cn1c(=O)c2c(nc(CN3CCN(C(c4ccccc4)c4ccccc4)CC3)n2CCCO)n(C)c1=O
  2 | i | i | 13* | i | i | i | i | i | i | i
> Cc1cc(NC(=O)CN2CCN(c3ccccn3)CC2)ccc1Br
  -2 | i | i | i | i | i | i | i | i | i | i

Source: PubChem BioAssay
